Rad51 HR inh: human RAD51 strand exchange inhibitors, primary screen, biochemical, fluorescence | hRad51 DNA strand exchange, fluorescence dequenching | inhibition, % at 10 µM | actives 0.085% (n = 200,000) | AID 1385, 2008;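 active = inhibition above 40% at the single screening dose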;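 note: 0% = DMSO control wells and 100% = blanks with heterologous ssDNA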
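material = hRad51 filaments on single-stranded DNA | timing = filaments 15 min 37 °C, then compound 30 min | signal = FRET fluorescence dequenching, excitation 485 nm, emission 520 nm | benchmarks = control wells and blank wells on each plate | evaluation = percent inhibition relative to plate controls and blanks | compound = 10 µM final, single point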
FXIIa inh 1536: human FXIIa protease inhibitors, primary screen, biochemical, 1536-well | Coagulation factor XII (Homo sapiens), P00748 | purified FXIIa, Boc-QGR-AMC fluorogenic substrate, 2 h | inhibition, % at 5 µM | actives 0.3% (n = 220,000) | AID 800, 2007; in the data active = inhibition above about 40%;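 note: 0% = enzyme with no compound and 100% = blank without enzyme; many of its hits are not listed in these tables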
14-3-3 Bad inh: inhibitors of 14-3-3 zeta/Bad binding, primary screen, biochemical, TR-FRET, bovine 14-3-3 zeta. TR-FRET 14-3-3zeta/Dy647-pBad peptide displacement, 1 h. inhibition, % at 21.7 µM. AID 781, 2007. actives 0.71% (n = 220,000);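 active = inhibition above about 70%, limit read from the data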;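 note: 0% = full 14-3-3 plus peptide FRET controls and 100% = background without 14-3-3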
Target sequence (P63103 whole entry, looked up): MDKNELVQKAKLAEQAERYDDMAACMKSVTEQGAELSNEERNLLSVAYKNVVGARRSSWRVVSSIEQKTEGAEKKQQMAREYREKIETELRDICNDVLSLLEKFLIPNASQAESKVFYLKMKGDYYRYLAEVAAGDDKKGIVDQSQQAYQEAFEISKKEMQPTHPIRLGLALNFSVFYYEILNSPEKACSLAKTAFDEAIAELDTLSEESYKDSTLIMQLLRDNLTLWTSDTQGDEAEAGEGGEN
FXIa inh: human FXIa protease inhibitors, primary screen, biochemical, 1536-well | Coagulation factor XI (Homo sapiens), P03951 | purified FXIa, Boc-Glu-Ala-Arg-AMC fluorogenic substrate | inhibition, % at 5 µM | actives 0.14% (n = 220,000);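 active = inhibition of at least 40%; inactive = inhibition below 40%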;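 note: fluorescence of freed AMC excited at 355 nm; 0% = enzyme without compound and 100% = no enzyme blank; many of its hits are not listed in these tables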
p97 ATPase inh: inhibitors of human p97 ATPase, primary screen, biochemical. inhibition, % at 8 µM. actives 0.42% (n = 220,000). recombinant p97 ATPase, Kinase-Glo ATP luminescence, 3 h; in the data active = inhibition above about 15%;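 note: 0% = DMSO vehicle and 100% = wells lacking enzyme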
Wee1 degr inh: Wee1 degradation inhibitors, primary screen, cell-based, HeLa, Wee1K328M-luciferase, luminescence; AID 1321, 2008; reporter increase, % at 5 µM; Wee1-like protein kinase (Homo sapiens), P30291; HeLa Luc-Wee1K328M stability; 100% = proteasome inhibitor MG132 effect; actives 1.2% (n = 220,000);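 active = activation above the mean of all tested compounds plus 3 SD, set per screening run, cut at about 8.8% in these data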;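 note: cells exposed to compound for 20 h before luminescence read; 0% = DMSO alone and 100% = MG132 at 30 µM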
Target sequence (P30291 whole entry K328M): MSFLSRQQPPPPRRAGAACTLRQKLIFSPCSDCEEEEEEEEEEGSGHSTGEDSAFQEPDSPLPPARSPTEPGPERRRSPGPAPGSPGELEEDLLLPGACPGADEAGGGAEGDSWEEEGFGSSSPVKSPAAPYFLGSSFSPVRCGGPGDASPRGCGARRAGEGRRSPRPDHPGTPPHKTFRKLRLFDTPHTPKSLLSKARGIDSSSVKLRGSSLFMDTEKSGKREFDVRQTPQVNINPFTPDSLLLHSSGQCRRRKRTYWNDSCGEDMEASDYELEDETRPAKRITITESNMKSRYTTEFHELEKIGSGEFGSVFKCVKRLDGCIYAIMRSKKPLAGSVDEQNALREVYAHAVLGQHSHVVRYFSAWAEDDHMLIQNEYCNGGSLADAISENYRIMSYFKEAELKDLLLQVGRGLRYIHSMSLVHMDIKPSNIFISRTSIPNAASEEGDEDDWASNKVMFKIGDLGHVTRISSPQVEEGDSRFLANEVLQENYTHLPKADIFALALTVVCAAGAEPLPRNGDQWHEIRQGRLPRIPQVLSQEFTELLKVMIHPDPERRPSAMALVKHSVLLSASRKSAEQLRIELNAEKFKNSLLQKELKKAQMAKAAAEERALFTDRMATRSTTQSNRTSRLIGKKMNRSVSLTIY
Mdm2 ligase inh: MDM2-luciferase reporter signal enhancers, primary screen, MDM2 E3 ligase inhibitor project, cell-based, luminescence, 1536-well. E3 ubiquitin-protein ligase Mdm2 (Homo sapiens), Q00987. cell-based MDM2 ubiquitination luciferase reporter, 2 h; 0 = plate control, 100 = twice control, blank-subtracted. signal enhancement, % at 5 µM. actives 0.11% (n = 210,000). AID 1230, 2008;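 active = signal enhancement of 30% or more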;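 note: luminescence tracks abundance of the self-degrading MDM2-luciferase fusion protein; higher signal means inhibition of MDM2 E3 ligase activity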
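Assay system: mammalian cells stably expressing self-ubiquitinating, self-degrading MDM2 E3–luciferase fusion. Quantity: 2000 cells in each well. Medium: DMEM culture medium. Compound dosing: single-point 5 µM. Timing: cell settling 4 h, compound treatment 2 h, both 37 °C. Technique: luciferase luminescence. Read-out basis: percent signal gain over controls, blank-subtracted. Benchmarks: plate controls and plate blanks.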
KLK5 inh: human KLK5 protease inhibitors, primary screen, biochemical, 1536-well; Kallikrein-5 (Homo sapiens), Q9Y337; recombinant hK5, fluorogenic AMC substrate cleavage; inhibition, % at 5 µM; actives 0.59% (n = 210,000); AID 873, 2007;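 active = inhibition of 40% or more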;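 note: 0% = enzyme controls without compound and 100% = no-enzyme blanks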
Target sequence (Q9Y337 67-293 limits assumed): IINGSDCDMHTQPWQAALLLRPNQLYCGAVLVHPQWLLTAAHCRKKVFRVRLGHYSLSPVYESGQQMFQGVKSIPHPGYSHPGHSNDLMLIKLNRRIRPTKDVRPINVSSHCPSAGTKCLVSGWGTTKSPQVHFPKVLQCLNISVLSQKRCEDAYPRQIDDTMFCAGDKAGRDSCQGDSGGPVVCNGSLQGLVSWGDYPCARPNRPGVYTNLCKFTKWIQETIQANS
eIF4E 4G PPI: eIF4E–eIF4G protein interaction inhibitors, primary screen, biochemical, uHTS, TR-FRET, eIF4GI fragment; TR-FRET eIF4E-eIF4GI(517-606) binding, 2 h; actives 0.37% (n = 220,000); AID 782, 2007; inhibition, % at 21.7 µM; Eukaryotic translation initiation factor 4E (Mus musculus) + Eukaryotic translation …;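 active = inhibition above about 30%, limit read from the data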;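 note: 0% = full FRET control wells and 100% = background wells lacking eIF4GI fragment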
An asterisk follows results filed as active; / = no result given; [ ] = dose if it differs, or a comment.

SMILES	Rad51 HR inh	FXIIa inh 1536	14-3-3 Bad inh	FXIa inh	p97 ATPase inh	Wee1 degr inh	Mdm2 ligase inh	KLK5 inh	eIF4E 4G PPI
Cc1c(Cl)cccc1NC(CC(=O)c1ccccc1)C(=O)OCC(=O)c1cccs1 (stereo not drawn)	0	13	11[fluorescence artefact?]	4	6	2	-2	-7	0[fluorescence artefact?]
CCn1c2ccccc2c2cc(NC(=O)C(C)Oc3ccc(OC)cc3)ccc21 (stereo not drawn)	-3	-10	9	-12	-7	-2	-9	3	15
CC12CN3CC(C)(CN(C1)C3c1ccc3c(c1)OCO3)C2O (stereo not drawn)	-20	3	-1	0	9	-1	-3	-2	2
Nc1nonc1-c1noc(-c2ccccc2Br)n1	-1	2	2	0	-3	1	-17	-5	-3
CC12CCC(C(=O)N(CC3CO3)C1=O)C2(C)C (stereo not drawn)	0	5	-10	-2	6	-1	8	-1	-2
CC(=O)Oc1ccc2oc(C)c(C(=O)N3CCOCC3)c2c1	-7	9	6	1	-6	-1	2	0	-5
O=C(Nc1ccccc1OC(F)(F)F)c1ccc([N+](=O)[O-])cc1	-6	14	7	7	-4	-2	-13	20	-2
CCCN(Cc1cc2ccc(C)cc2[nH]c1=O)C(=O)c1ccccn1	-6	8	-8	4	4	-2	3	-1	-5
Cc1cccc2sc(NC(=O)C3CCN(S(=O)(=O)c4cc([N+](=O)[O-])ccc4Cl)CC3)nc12	-1	2	11	5	-4	-2	-14	-13	-6
Cc1cc(C)cc(C(=O)NCCCc2ccccc2)c1	7	7	-22	-5	0	-2	1	-12	-2
COc1ccc2c(c1)O/C(=C\c1ccco1)C2=O	10	2	7	-1	9	1	-7	-1	-3
COC(=O)c1cnn(-c2ccc(F)cc2F)c1/C=N/NC(=S)NC(C)(C)C	1	2	-4	-6	-2	7	-14	2	-5
N/C(Cc1ccc(Cl)cc1)=N\OC(=O)c1ccccc1	1	6	14	-9	1	-1	-13	-3	1
O=C(CNC(=O)c1ccccc1F)OCc1csc(-c2ccccc2)n1	3	12	-2	0	3	-1	1	4	2
Cc1cc(C)c2sc(C)[n+](CCCS(=O)(=O)[O-])c2c1	-7	3	-9	-1	1	-3	-10	3	1
Cc1cc(=O)n2[nH]c(N)c(N=Nc3ccccc3)c2n1	4	-1	-10	2	3	2	-5	-9	11
COc1nc(NCCN2CCOCC2)nc(Nc2ccccc2)n1	1	22	-17	4	0	0	-9	69*	3
CC(C)C(c1nnnn1C(C)(C)C)N1CCC(Cc2ccccc2)CC1 (stereo not drawn)	/	13	-8[fluorescence artefact?]	6	-1	-1	3	-9	-2
CN1CCN(C(=O)CCC(=O)O)CC1	-4	4	5	-2	7	2	-7	-2	-2
O=C1NC(=S)CN1c1ccccc1	/	9	-8	0	7	0	-1	2	1
O=C(COC(=O)COc1ccccc1[N+](=O)[O-])Nc1cccc(Br)c1	-23	17	-9	8	5	-1	-7	-9	1
Cc1nc(C)c(C(=O)C2=C(O)C(=O)N(CCCn3ccnc3)C2c2ccccc2)s1 (stereo not drawn)	-8	21	-3	3	4	0	-14	3	-1
CCC(C)N1CCN(S(=O)(=O)c2ccc(NC(C)=O)cc2)CC1 (stereo not drawn)	-10	5	21	-4	-6	-1	-8	-1	0
CCN(CC(O)Cn1c2ccccc2c2ccccc21)S(=O)(=O)c1ccc(C)cc1 (stereo not drawn)	-3	10	0	0	1	-4	-7	1	-2
COc1ccccc1OCCNC(=O)/C=C/c1ccc([N+](=O)[O-])cc1	18	12	-2	10	0	-1	1	-5	3
CCOC(=O)C1=C(N)N2C(=O)C(C)SC2=C(C(=O)OCC)C1c1cc(OC)c(OC)c(OC)c1 (stereo not drawn)	/	4	0	4	1	6	/	2	-9
COC(=O)C(=O)/C=C(\O)c1ccc(C)cc1	/	19	8	7	2	0	17	4	4
Cc1ccc(CN2CC(C(=O)Nc3cccc(S(=O)(=O)N4CCCCC4)c3)CC2=O)cc1 (stereo not drawn)	-2	16	-15	4	-1	0	6	-13	12[fluorescence artefact?]
COc1ccc(N(CC(=O)NCc2cccc(OC)c2)S(=O)(=O)c2c(C)noc2C)cc1	-4	8	9	-22	-8	3	-14	7	0
Cc1ccc(-n2ncc(C#N)c2N)cc1	21	1	0	-4	1	11*	-1	-4	1
O=C(Nc1nccs1)c1cccc(N2C(=O)C3C4C=CC(C4)C3C2=O)c1 (stereo not drawn)	-6	-1	-5	-4	4	-3	-7	-8	1[fluorescence artefact?]
Cc1cc(C)c(C(=O)COC(=O)[C@H](C)Nc2ccc(C(F)(F)F)cc2[N+](=O)[O-])c(C)c1	-2	2	-11[fluorescence artefact?]	-3	0	0	/	-5	5
CCCCc1[nH]c(=O)c(C#N)c2c1CSC(C)(C)C2	-4	4	-14	-3	-6	0	-12	-38	2
O=C(N/N=C/c1ccc(O)c([N+](=O)[O-])c1)c1ccncc1	21	3	5	2	4	-3	2	2	1
Cc1noc(C)c1C(=O)NNc1ccc(C(C)C)cc1	11	6	1	0	3	0	-7	-1	-5
O=C(Nc1ccc2nc(-c3cccs3)c(-c3cccs3)nc2c1)N1CCOCC1	-5	16	5	4	3	0	-3	-10	12
CCC(=O)Nc1ccc(N2CCN(Cc3ccccc3)CC2)cc1	4	11	-10[fluorescence artefact?]	-2	-1	0	-13	6	1
COC(=O)C(C)Sc1nc2c(c(=O)n1-c1ccccc1)SCC2 (stereo not drawn)	3	2	12	5	7	-1	-2	-15	3
O=C(N/N=C/c1ccc([N+](=O)[O-])o1)c1cn(-c2ccccc2)nc1-c1ccc(F)cc1	-4	1	-3	4	-1	0	-19	7	11
CC(C)(C)NS(=O)(=O)c1ccc(CCC(=O)Nc2ccc3c(c2)OCCO3)cc1	5	3	-4	8	6	1	0	-2	3[fluorescence artefact?]

Full records as entered above.
CCCCc1[nH]c(=O)c(C#N)c2c1CSC(C)(C)C2 as listed: Rad51 HR inh = -4; FXIIa inh 1536 = 4; 14-3-3 Bad inh = -14; FXIa inh = -3; p97 ATPase inh = -6; Wee1 degr inh = 0; Mdm2 ligase inh = -12; KLK5 inh = -38; eIF4E 4G PPI = 2
CCC(=O)Nc1ccc(N2CCN(Cc3ccccc3)CC2)cc1 as listed: Rad51 HR inh = 4; FXIIa inh 1536 = 11; 14-3-3 Bad inh = -10[fluorescence artefact?]; FXIa inh = -2; p97 ATPase inh = -1; Wee1 degr inh = 0; Mdm2 ligase inh = -13; KLK5 inh = 6; eIF4E 4G PPI = 1

More entries follow.
SMILES	Rad51 HR inh	FXIIa inh 1536	14-3-3 Bad inh	FXIa inh	p97 ATPase inh	Wee1 degr inh	Mdm2 ligase inh	KLK5 inh	eIF4E 4G PPI
CCCCNc1ncnc2c1cnn2-c1ccc(Cl)cc1	6	9	0	5	1	6	-18	4	-2
COc1cccc(CN(C)CC(=O)Nc2c(C)cccc2C(C)C)c1	/	6	-11	0	-5	5	/	/	4
COc1cccc(/C=N/NC(=O)CNC(=O)c2cccs2)c1O	1	2	-8	-2	3	4	/	-30	-7
COc1ccc(-c2nn(-c3ccccc3)cc2C(=O)Nc2nc(CC(C)=O)ns2)cc1	-2	16	13	4	2	1	-6	-8	2
Cc1ccc(S(=O)(=O)N(C)c2c(C)ccc(S(=O)(=O)N3CCN(C=O)CC3)c2C)cc1	/	10	8[fluorescence artefact?]	4	2	4	-1	-6	2
Cc1ccc(N/C(N)=N/c2nc(CSc3ccccn3)cc(=O)[nH]2)c(C)c1	-2	11	1	-2	-1	0	-10	-3	0
CC(C)C(=O)Nc1ccc2nn(-c3ccccc3)nc2c1	-3	6	13	3	-5	4	-19	3	0
CCc1ccc(NC(=O)Cc2ccc(-n3cccc3)cc2)cc1	-7	2	-9	-6	-5	-3	6	-14	-6
Cc1cc(CSc2ccccc2)ccc1NC(=O)c1ccc(C)c([N+](=O)[O-])c1	/	7	-2	8	7	2	/	-22	4
COc1cc(NC(=O)CSc2ncnc3scc(-c4ccccc4)c23)c(C(=O)O)cc1OC	-2	6	-10	-1	2	-1	-11	7	1

Reprinted from the part before: 2 entries, then new ones.
SMILES	Rad51 HR inh	FXIIa inh 1536	14-3-3 Bad inh	FXIa inh	p97 ATPase inh	Wee1 degr inh	Mdm2 ligase inh	KLK5 inh	eIF4E 4G PPI
Cc1cc(CSc2ccccc2)ccc1NC(=O)c1ccc(C)c([N+](=O)[O-])c1	/	7	-2	8	7	2	/	-22	4
COc1cc(NC(=O)CSc2ncnc3scc(-c4ccccc4)c23)c(C(=O)O)cc1OC	-2	6	-10	-1	2	-1	-11	7	1
O=S(=O)(c1ccc(Cl)cc1)n1ccc(-c2cccc(OCc3c(F)cccc3Cl)c2)n1	-6	11	3	9	2	-1	-13	4	-18
Cc1cc(C)c(NC(=O)c2ccccc2CCc2ccccc2)c(C)c1	-6	17	3	-2	1	-1	-4	-2	7
CC(C)CC(NC(=O)c1ccccc1)C(=O)OCC(=O)Nc1ccc(Br)cn1 (stereo not drawn)	0	10	3	-3	-5	1	-10	-4	-1
Cc1oc(-c2ccccc2)cc1C(N)=O	11	13	8	6	-5	-3	-4	-22	-1
N/C(=N\OC(=O)CCC1CCCC1)c1ccccn1	7	16	-11	21	-2	3	2	-8	-2
CCOC(=O)CSc1nc(N)c(C(=O)Nc2ccc(N(C)C)cc2)s1	-2	9	-3	3	-5	-1	-17	-3	0
Cc1n[nH]c(C)c1S(=O)(=O)NCCc1ccc(Cl)cc1	16	9	-5	-1	2	-2	-8	1	2
O=C(Nc1nccs1)c1ccc(-c2ccc(F)cc2)o1	-4	10	10	-5	0	1	-1	-3	1
O=C(c1cc2ccccc2oc1=O)N(c1ccc(Cl)cc1)C1C=CS(=O)(=O)C1 (stereo not drawn)	-1	-7	-5[fluorescence artefact?]	-10	-6	0	-2	-26	-2
CCC(=O)Nc1nnc(SCC(=O)Nc2ccc(F)cc2)s1	0	4	7	-3	0	3	-16	-27	-1
CC(C)CNC(=O)CN(c1cccc(Cl)c1)S(C)(=O)=O	-174	12	-4	-1	1	0	-2	-1	1
Cc1ccccc1CSc1nnc(-c2ccccc2)c(=O)[nH]1	-4	12	-11	9	2	-1	-1	2	5
CC1CC(C)(C)N2C(=O)C(=C(C#N)C#N)c3cccc1c32 (stereo not drawn)	3	5	0	-2	3	2	-5	0	-6
CCN(CC)c1ccc(C(=O)N/N=C/c2ccc(N3CCOCC3)cc2)cc1	4	5	-1	-3	2	-2	-6	-2	0
O=C(COc1nsnc1N1CCOCC1)N1CCOCC1	-8	8	-1	2	5	-3	5	16	-5
COc1ccc(CCNC(=O)c2cc(-c3ccncc3)nc3c(Cl)cccc23)cc1OC	1	-11	-7	-5	0	7	-9	-26	-6
CCC(Sc1nc(C)cc(C)n1)C(=O)Nc1cc(C)on1 (stereo not drawn)	/	7	-7	-2	3	1	0	5	0

Bioassay records: PubChem BioAssay, several laboratories
